PI5P4K alpha inh: inhibitors of human PI5P4K alpha | P48426 | PI5P4Kalpha enzyme, ADP-Glo luminescence, 60 min; hits give low values | max response, % | 330,000 compounds, 1.2% hits; active means max response of -50% or lower; inconclusive means between -30% and -50%; inactive means -30% or higher; further: value at the top dose of about 77 µM; on the % scale 0 is the no-effect control and ±100 the full control effect
Target sequence (P48426 whole entry, looked up): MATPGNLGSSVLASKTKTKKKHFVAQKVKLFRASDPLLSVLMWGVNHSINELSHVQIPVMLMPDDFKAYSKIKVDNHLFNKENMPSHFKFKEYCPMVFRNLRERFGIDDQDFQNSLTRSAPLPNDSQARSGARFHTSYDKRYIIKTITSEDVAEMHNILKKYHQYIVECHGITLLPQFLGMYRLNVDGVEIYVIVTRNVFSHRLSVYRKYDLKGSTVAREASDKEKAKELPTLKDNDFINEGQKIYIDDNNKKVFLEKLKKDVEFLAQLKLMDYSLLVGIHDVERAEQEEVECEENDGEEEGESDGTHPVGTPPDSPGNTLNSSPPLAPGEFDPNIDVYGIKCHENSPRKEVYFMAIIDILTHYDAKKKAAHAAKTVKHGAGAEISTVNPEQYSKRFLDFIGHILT
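ADP-Glo luminescence end-point after a 60 min room-temperature kinase reaction. PI5P4Kalpha and substrate in HEPES pH 7.4 buffer with EGTA, 0.1% CHAPS and 5% DMSO; ATP at 5 microM final.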
EPAC1 ag: activates human EPAC1 exchange factor | Potency, µM (series often up to 154 µM), without a hit: top-dose activation, usual class: activators | EPAC1 agonist qHTS, biochemical assay; response scale: 100% = response to 6.5 mM cAMP | AID 720707 | 360,000 compounds, 0.073% hits; further: potency means the concentration at half of the fitted maximal effect; nearly all actives have a fitted effect of over 60% in size
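Multi-concentration qHTS readout: loss of Rap1B-bound BODIPY-GDP fluorescence driven by 100 nM EPAC1 with excess GDP (50 uM), monitored kinetically at room temperature; agonist response expressed relative to 6.5 mM cAMP.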
EPAC1 antag: antagonists of human EPAC1. O95398. EPAC1 GEF assay, Rap1b-BODIPY-GDP exchange fluorescence. Potency, µM (highest dose often 115 µM), for the others: at the top dose activity change, negative = inhibition, actives largely listed as inhibitors. 360,000 compounds, 0.14% hits. AID 720709;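 further: potency means the concentration at half of the fitted maximal effect; plate controls were vehicle for no effect and positive control for full effect; nearly all actives have a fitted effect of over 50% in size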
PLK1 PBD inh: PLK1 (human) polo-box domain binding inhibition; Plk1 PBD binding of FITC phosphopeptide, fluorescence polarization; Potency, µM, for inactives: max response, negative = inhibition, most hits filed as inhibitors; 360,000 compounds, 2.8% hits; further: potency means the concentration at half of the fitted maximal effect; series mostly up to about 57 µM; on the % scale 0 is the no-effect control and ±100 the full control effect; nearly all actives have a fitted effect of over 65% in size
Target sequence (P53350 whole entry, looked up, the tested form may be a part): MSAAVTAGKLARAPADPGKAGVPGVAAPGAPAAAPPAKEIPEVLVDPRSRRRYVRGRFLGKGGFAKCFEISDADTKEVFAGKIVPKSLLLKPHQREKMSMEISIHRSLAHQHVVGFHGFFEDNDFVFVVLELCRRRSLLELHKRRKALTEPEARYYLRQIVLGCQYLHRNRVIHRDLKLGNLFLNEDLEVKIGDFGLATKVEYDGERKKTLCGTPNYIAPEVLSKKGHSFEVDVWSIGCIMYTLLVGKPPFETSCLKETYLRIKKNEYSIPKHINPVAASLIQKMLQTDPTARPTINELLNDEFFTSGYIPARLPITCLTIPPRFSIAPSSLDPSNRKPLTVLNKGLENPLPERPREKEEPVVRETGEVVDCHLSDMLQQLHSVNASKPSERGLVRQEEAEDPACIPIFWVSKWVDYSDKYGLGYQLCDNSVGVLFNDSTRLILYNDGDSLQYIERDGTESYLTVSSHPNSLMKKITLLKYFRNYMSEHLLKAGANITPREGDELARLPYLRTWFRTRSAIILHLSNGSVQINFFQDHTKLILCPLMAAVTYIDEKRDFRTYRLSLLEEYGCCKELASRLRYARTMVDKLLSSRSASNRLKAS
FUS yeast rescue: suppressors of FUS proteinopathy in yeast; S. cerevisiae FUS-expressing, growth rescue, OD600, 24 h; Potency, µM (doses to about 76.6 µM), for inactives: at the top dose growth rescue (activation), actives largely listed as activators; 390,000 compounds, 0.24% hits;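 further: potency means the concentration at half of the fitted maximal effect; plate controls were DMSO vehicle for no effect and reference control for full effect; nearly all actives have a fitted effect of over 55% in size; some results filed as inactive show a strong effect at the top dose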
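Yeast expressing FUS under galactose induction, OD 0.005 in 2% galactose medium; compounds in a dilution series, 24 h at 30C. Growth rescue by absorbance at 600 nm; CP55940 positive control, DMSO negative.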
WRN inhibitor: blocks human WRN helicase; 360,000 compounds, 0.46% hits; Potency, µM (series often up to 114 µM), without a hit: at the highest dose activity change, negative = inhibition, actives largely listed as inhibitors; Q14191; WRN helicase unwinding, fluorescent forked duplex, kinetic; further: potency means the concentration at half of the fitted maximal effect; on the % scale 0 is the no-effect control and ±100 the full control effect; nearly all actives have a fitted effect of over 55% in size
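WRN at 20 nM final preincubated with compound 15 min at room temperature; reaction started with 100 nM fluorophore/quencher forked duplex oligonucleotide and 2 mM ATP final. Unwinding followed kinetically by red fluorescence (ex 525, em 598 nm).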
Abeta yeast res: A-beta toxicity reversal in yeast; 410,000 compounds, 0.063% hits; yeast expressing A-beta42, growth rescue, OD600, 48 h; response scale: 0% DMSO, 100% iron-clioquinol control; Potency, µM (titrated, usually from 46.1 µM), inactives show top-dose growth rescue, actives largely listed as activators; further: potency means the concentration at half of the fitted maximal effect; nearly all actives have a fitted effect of over 55% in size
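Growth rescue measured by 600 nm absorbance after 48 h yeast culture at 30 C with compound. Values normalized between DMSO and an equimolar ferric chloride plus clioquinol control.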
IL2 activator: activates IL-2 in a cell-based reporter assay; IL-2 activation reporter assay, cell-based qHTS; stimulated with anti-CD3/CD4/CD28 beads; in transgenic mouse T cells; activation, % (series mostly up to about 46 µM); 360,000 compounds, 0.065% hits; in the data active means activation above about 50%; inconclusive means mostly about 30% to 49%; further: 0% is about no effect
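Readout is EGFP and DsRed signal by fluorescent plate cytometry after 18 h at 37 degrees C. Transgenic mouse T cells (750/well) received compound for 60 min before bead stimulation (anti-CD3, anti-CD4, anti-CD28); memory T cells served as non-tolerant control.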
An asterisk follows results filed as active; ? = inconclusive; . = not tested or not shown; [ ] = another dose, or the depositor's remark. Unless noted, the call rests on the fitted dose curve; in most records, active means well fitted curve in the direction sought with a large enough effect; inconclusive means small, poorly fitted or top-dose-only effect, or another doubt; inactive means no such curve, though single readings can be large; an effect the other way counts as inactive or inconclusive. Outcome played no part in choosing rows. About 4.1% of those tested had a hit in this group.

SMILES	PI5P4K alpha inh	EPAC1 ag	EPAC1 antag	PLK1 PBD inh	FUS yeast rescue	WRN inhibitor	Abeta yeast res	IL2 activator
Cc1nc(CCNC(=O)CC2C(=O)NCCN2Cc2ccccc2)sc1C (stereo unspecified)	6	3%	-6%	-19%	.	-17%	-10%	-3.0
COC(=O)CSc1nnc(-c2cccc(NC(=O)c3ccc(C)cc3)c2)n1C	-5	12%	-11%	-9%	-3%	-30%	-17%	2.1
Nc1nonc1C(=O)N1CCCC1	2	-4%	-6%	-5%	27%	-8%	-1%	0.3
Cc1ccc(C(=O)NCC2CCCO2)cc1[N+](=O)[O-] (stereo unspecified)	2	-9%	-9%	-2%	-6%	5%	-8%	-1.3
Cc1cc(Cl)ccc1OCC(=O)Nc1ccc2oc(=O)ccc2c1	6	-6%	17%	-1%	-5%	-2%	-8%	0.0
c1ccc(COC2CCCN(Cc3nc(-c4cnccn4)no3)C2)cc1 (stereo unspecified)	-2	3%	6%	0%	-15%	4%	6%	-3.1
O=C1C2C3C=CC(C3)C2C(=O)N1c1cccc(N2C(=O)C3C4C=CC(C4)C3C2=O)n1 (stereo unspecified)	.	4%	2%	-6%	24%	-7%	10%	-0.9
CCn1c2ccccc2c2n[nH]c(=S)nc21	-14	-7%	-3%	?	-24%	-11%	-13%	1.0
Cc1ccc(-n2cc(C(=O)c3ccc(F)cc3)nn2)cc1Cl	3	18%	-14%	-5%	4%	-3%	13%	0.4
COCCn1c(=NC(=O)c2sc3ccccc3c2Cl)sc2cc(S(N)(=O)=O)ccc21	2	-4%	-1%	-1%	16%	-15%	8%	0.8
CC(C)(C)NCC(O)COc1cccc2[nH]c(=O)[nH]c12 (stereo unspecified)	5	0%	-2%	-6%	25%	-1%	6%	0.0
C=C(C)Cn1c(SCC(=O)N/N=C/c2c(O)ccc3ccccc23)nc2ccccc2c1=O	-5	5%	4%	6%	25%	-4%	-21%	0.9
COc1ccc(S(=O)(=O)N2CCN(Cc3ccc4c(c3)OCO4)CC2)cc1F	2	-5%	?	?	?	-11%	-3%	1.5
CCOC(=O)C1=C(C)Nc2ccccc2N=C1NC(=O)CCCN1C(=O)c2ccccc2C1=O	5	-2%	9%	-5%	-15%	0%	-6%	0.2
O=C(CSc1nc2cc(Cl)ccc2o1)c1cccs1	-2	23%	10%	-5%	16%	-2%	-1%	-0.7
CCC(=O)Nc1nnc(-c2ccncc2)s1	.	3%	7%	-3%	17%	5%	11%	-2.1
CON(C)S(=O)(=O)c1cccc(C(=O)Nc2ccc(S(=O)(=O)NC3=NCCCCC3)cc2)c1	4	4%	-8%	-8%	28%	5%	-26%	-1.4
CC(C)C[C@@H](CO)N1CCN(Cc2ccc(O)cc2)CCC1=O	4	-7%	-1%	2%	-23%	-2%	5%	-0.5
COc1cccc(-c2nnc(SCN3C(=O)c4ccccc4C3=O)n2C)c1	0	2%	0%	-24%	.	-6%	2%	-3.6
COc1ccc(C2(CNC(=O)c3ccccc3)CCCC2)cc1OC	2	0%	-4%	-9%	12%	-29%	-2%	1.0
COC(=O)[C@@]12CCCCN1[C@H](c1ccc(-c3ccc(OC)cc3)cc1)[C@H]1C(=O)N(C)C(=O)[C@H]12	5	3%	7%	-5%	-2%	-3%	-3%	-0.3
COc1ccc(C(=O)Nn2c(C)ccc2C)cc1OC	2	0%	6%	-4%	20%	-5%	7%	0.4
Cc1nnsc1C(=O)Nc1ccc(Cl)cc1	.	11%	-1%	-7%	24%	-3%	1%	0.7
O=C(NCCCn1ccnc1)/C(=C\c1cccnc1)NC(=O)c1ccccc1F	-6	0%	-3%	-8%	-19%	0%	0%	-1.5
COc1cc(CC(=O)N2CCc3ccccc32)cc(OC)c1OC	3	-3%	0%	-1%	-1%	1%	-7%	-1.3

Entries of single compounds from above. Screens in order: PI5P4K alpha inh, EPAC1 ag, EPAC1 antag, PLK1 PBD inh, FUS yeast rescue, WRN inhibitor, Abeta yeast res, IL2 activator
Entry for `Nc1nonc1C(=O)N1CCCC1` → 2, -4%, -6%, -5%, 27%, -8%, -1%, 0.3
Entry for `Cc1ccc(-n2cc(C(=O)c3ccc(F)cc3)nn2)cc1Cl` → 3, 18%, -14%, -5%, 4%, -3%, 13%, 0.4
Entry for `c1ccc(COC2CCCN(Cc3nc(-c4cnccn4)no3)C2)cc1` (stereo unspecified) → -2, 3%, 6%, 0%, -15%, 4%, 6%, -3.1
Entry for `COc1ccc(C(=O)Nn2c(C)ccc2C)cc1OC` → 2, 0%, 6%, -4%, 20%, -5%, 7%, 0.4
Entry for `CC(C)(C)NCC(O)COc1cccc2[nH]c(=O)[nH]c12` (stereo unspecified) → 5, 0%, -2%, -6%, 25%, -1%, 6%, 0.0

(continued)
SMILES	PI5P4K alpha inh	EPAC1 ag	EPAC1 antag	PLK1 PBD inh	FUS yeast rescue	WRN inhibitor	Abeta yeast res	IL2 activator
O=C(C1=C[C@H](c2ccc3c(c2)OCO3)C[C@H](OCc2ccc(CO)cc2)O1)N1CCN(Cc2ccc3c(c2)OCO3)CC1	8	1%	-4%	0%	20%	-1%	2%	-0.2
Cc1cccc(NC(=S)NCc2cccs2)c1	-3	9%	11%	-13%	-1%	4%	-6%	1.8
Cc1sc2ncnc(N[C@@H](Cc3ccccc3)C(=O)O)c2c1C	-24	10%	14%	-8%	0%	-6%[57.1 µM]	-21%	-0.8
CC(C)=C1Cc2ccccc2C1=O	-6	-6%	-10%	2%	-29%	4%	2%	-1.2
COc1ccc(/C=N/NC(=O)c2ccn[nH]2)cc1Cn1cc([N+](=O)[O-])cn1	0	-4%	12%	-2%	12%	0%	1%	-3.3
CCC(=O)OCCn1c(Br)nc2c1c(=O)[nH]c(=O)n2C	-6	8%	-2%	-16%	1%	2%	-8%	-1.8
Cc1cc(NC(=O)CSc2nnc(CNC(=O)c3cccc(C(F)(F)F)c3)o2)no1	-2	0%	5%	-9%	19%	-33%	4%	-4.3
CCN(CC(=O)NC1CCS(=O)(=O)C1)S(=O)(=O)c1ccc(F)cc1 (stereo unspecified)	2	4%	-27%	-6%	.	-21%	0%	-0.2
COC(=O)c1ccc(-n2cnc3ccccc32)nc1	0	10%	13%	-7%	1%	-6%	-11%	0.8
COc1ccc(Nc2nnc(SCC(=O)c3cc4ccccc4o3)s2)cc1	?	1%	4%	-11%	10%	-1%	8%	-2.5
O=C(Cn1cc([N+](=O)[O-])cn1)NCc1ccco1	-4	-4%	-9%	-19%	12%	-7%	6%	1.4
COc1ccc(CNC(=O)C2CCCN(Cc3nc(-c4cccc(C)c4)oc3C)C2)cc1 (stereo unspecified)	6	5%	7%	-1%	14%	-2%	4%	-1.9
COc1ccc(OCCn2cncn2)cc1	-2	3%	1%	-2%	1%	-10%	-27%	-1.5
Nc1nc(OCC2CCCCC2)c2[nH]cnc2n1	-4	-1%	-10%	-3%	-36%	-6%	-3%	-0.2
CCCCCCCCOC(=O)c1ccc(N)cc1	31	0%	-5%	-5%	12%	-9%	-27%	-0.9
CCN(CC)S(=O)(=O)c1ccc(Cl)c(C(=O)NCc2ccccc2Cl)c1	2	4%	0%	-4%	17%	0%[57.1 µM]	-12%	-3.1
COc1ccc(CCNC(=O)C2CCCN(c3nn4c(=O)cc(C)nc4s3)C2)cc1OC (stereo unspecified)	3	-1%	6%	0%	28%	1%	4%	0.2
Cc1cccc(NC(=O)CN2C(=S)NC(C)(C)CC2C)c1 (stereo unspecified)	-6	5%	-20%	-13%	16%	-8%	-7%	-0.2
O=C(CCCCCn1c(=S)[nH]c2ccc(N3CCOCC3)cc2c1=O)NCc1ccc(Cl)cc1	-5	3%	2%	-1%	14%	14%	-7%	-0.2
Cn1c(N)c(C(=O)COC(=O)CCCOc2ccc(Cl)cc2Cl)c(=O)n(C)c1=O	5	8%	-4%	-5%	?	-4%	26%	-1.8
COC(=O)c1ccc(CNC(=O)CCc2c[nH]c3ccccc23)cc1	4	9%	4%	-13%	10%	8%	4%	1.8
COc1ccc(N2CC(C(=O)Nc3c(C(N)=O)oc4ccccc34)CC2=O)cc1 (stereo unspecified)	-10	-1%	-12%	-7%	10%	-1%	8%	-4.6
COc1ccccc1NC(=S)NCC1CCC(CNC(=S)Nc2ccccc2OC)CC1 (stereo unspecified)	2	-2%	4%	-2%	-4%	0%	8%	0.2
O=C1Cc2cc([N+](=O)[O-])ccc2N1c1c(Cl)cccc1Cl	?	-2%	?	3%	24%	-10%	-7%	-4.1
CCc1ccc(C(=O)OCC(=O)Nc2c(C)n(C)n(-c3ccccc3)c2=O)cc1	-6	4%	-8%	-16%	-23%	13%	-7%	-2.2
New compounds follow.
SMILES	PI5P4K alpha inh	EPAC1 ag	EPAC1 antag	PLK1 PBD inh	FUS yeast rescue	WRN inhibitor	Abeta yeast res	IL2 activator
CC(NC(=O)CN(c1cccc(C(F)(F)F)c1)S(C)(=O)=O)c1ccccc1 (stereo unspecified)	8	6%	8%	-6%	3%	-9%	9%	0.9
COc1cccc(N2CCN(c3nc(C)cc(C)c3C#N)CC2)c1	9	25%	-8%	-10%	21%	-9%	-13%	0.8
CN(C(=O)c1cc2ccccc2oc1=O)C1(C)CCS(=O)(=O)C1 (stereo unspecified)	2	7%	-10%	7%	-24%	-2%	0%	-3.3
O=C(O)CNS(=O)(=O)c1c(Cl)cccc1Cl	-2	2%	-7%	5%	-1%	-5%	2%	-1.1
Cc1ccc(NC(=O)CN(C)C(=O)COC(=O)COc2cc(C)cc(C)c2)cc1	6	-4%	-13%	-3%	4%	10%	8%	-2.8
CC1CC(=O)Nc2ccccc2N1S(=O)(=O)c1ccc(F)cc1F (stereo unspecified)	3	2%	-10%	1%	-8%	0%	5%	-0.9
CC1=NN(c2ccccc2)C(=O)C1C=Nc1ccccc1O (stereo unspecified)	2	1%	-1%	-4%	-2%	0%	-9%	-0.4
CCOC(=O)N1CCN(C(=O)C2CCC(=O)N2C(C)C)CC1 (stereo unspecified)	.	1%	0%	-8%	2%	0%	12%	-2.6
COc1cc(NC(=O)Nc2nnc([C@H]3C[C@H](O)[C@@H](CO)O3)s2)cc(OC)c1OC	-3	-5%	-5%	3%	-26%	-10%	-16%	1.8
CCC(C)NC(=O)Cn1c(=O)n(CCCCC(=O)NCc2ccco2)c(=O)c2ccccc21 (stereo unspecified)	6	1%	5%	-6%	-6%	-1%	1%	-0.2
CC(C(=O)Nc1ccc2c(c1)OCO2)N(C)CC(=O)Nc1ccccc1Cl (stereo unspecified)	2	5%	1%	-1%	-4%	-5%	12%	0.1

Screening results deposited in PubChem by National Center for Advancing Translational Sciences (NCATS).
